GLP-1R agonist – qHTS of GLP-1 Receptor Agonists | Glucagon-like peptide 1 receptor (Homo sapiens), P43220 | Potency, µM (top dose mostly 45.6 µM), inactives show top-dose activation, actives largely listed as activators | HEK293 GLP-1R CRE-luciferase, luminescence, 4-6 h; cells express a hypersensitive GLP-1R form | hit rate 0.007% among 380,000 | AID 624172, 2012; note: % of control where 0% means no effect
Target sequence (P43220 whole entry, looked up): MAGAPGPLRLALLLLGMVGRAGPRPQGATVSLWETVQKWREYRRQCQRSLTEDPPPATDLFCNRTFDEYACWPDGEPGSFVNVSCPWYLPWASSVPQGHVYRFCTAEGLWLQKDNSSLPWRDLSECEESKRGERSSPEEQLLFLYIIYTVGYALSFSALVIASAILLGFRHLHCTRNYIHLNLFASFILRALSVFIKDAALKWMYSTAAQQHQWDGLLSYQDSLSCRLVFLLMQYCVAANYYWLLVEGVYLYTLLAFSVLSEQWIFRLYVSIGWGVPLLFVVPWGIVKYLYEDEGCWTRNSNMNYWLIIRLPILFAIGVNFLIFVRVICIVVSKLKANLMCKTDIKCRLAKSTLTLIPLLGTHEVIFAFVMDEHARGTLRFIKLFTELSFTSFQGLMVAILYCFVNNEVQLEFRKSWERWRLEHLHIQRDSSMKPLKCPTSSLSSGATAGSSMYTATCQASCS
GLP-1R inv ag – qHTS of GLP-1 Receptor Inverse Agonists (Inhibition Mode); Glucagon-like peptide 1 receptor (Homo sapiens), P43220; HEK293 GLP-1R CRE-luciferase, luminescence, 24 h; GLP-1R form is constitutively active; Potency, µM (series often up to 38.3 µM), for inactives: top-dose activity change, negative = inhibition, most hits filed as inhibitors; hit rate 1.6% among 410,000; AID 624417, 2012; note: % is set by controls: 0 for no effect and ±100 for the full control effect; nearly all actives have a fitted effect of over 55% in size
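Inverse agonism was detected as reduced cAMP-driven luciferase luminescence after 24 h compound treatment. The cells were HEK293 clones expressing constitutively active human GLP-1R with the reporter. Reporter-only and GPR119 cell lines served as counterscreen controls.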
HT1080-NT tox – qHTS for induction of synthetic lethality in tumor cells producing 2HG: qHTS for the HT-1080-NT fibrosarcoma cell line; HT-1080-NT fibrosarcoma viability, CellTiter-Glo ATP luminescence, 48 h; Potency, µM (doses to about 46.1 µM), for the others: top-dose activity, negative = less viability, most hits filed as cytotoxic; hit rate 1.6% among 360,000;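 note: NT is the 2HG producing partner of a matched IDH1 knockdown line; 0% = DMSO-treated cells and -100% = media-only wells without cells; nearly all actives have a fitted effect of over 55% in size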
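Luminescent CellTiter-Glo readout after 48 hours of compound exposure at 37 degrees C defined viability of HT-1080-NT cells. Activity was normalized to DMSO wells and cell-free media wells; concentration-response curves were fitted and assigned curve classes.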
SW480 rereplic – A quantitative high throughput screen for small molecules that induce DNA re-replication in SW480 colon adenocarcinoma cells; SW480 DNA re-replication, Hoechst DNA content imaging, 48 h; Potency, µM (highest dose often 46.1 µM), inactives show top-dose re-replication activation, actives largely listed as activators; hit rate 1.8% among 340,000; note: % of control where 0% means no effect; nearly all actives have a fitted effect of over 55% in size
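Readout is total intensity of Hoechst-stained nuclei, excited at 405 nm and collected at 500-530 nm. Compound treatment lasted 48 hr at 37 C in 5% CO2 before staining.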
HT1080 IDH1KD tx – qHTS for induction of synthetic lethality in tumor cells producing 2HG: qHTS for the HT-1080-IDH1KD cell line. HT-1080 IDH1 knockdown viability, ATP luminescence, 48 h. Potency, µM (series often up to 46.1 µM), for inactives: top-dose activity, negative = toxicity, actives largely listed as cytotoxic. hit rate 2% among 360,000. AID 686971, 2013;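 note: 0% = DMSO wells and -100% = cell-free medium wells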
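Cytotoxicity counter-line: IDH1KD HT-1080, 48 h, CellTiter-Glo. Curves classed by r2, magnitude and activity.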
GLP1R cytotox – qHTS of GLP-1 Receptor Inverse Agonists: Cytotox Screen; hit rate 0.13% among 410,000; Potency, µM (doses to about 38.3 µM), inactives show at the highest dose activity change, negative = inhibition, hits mostly inhibitors; HEK293 cAMP-luciferase reporter cells, luminescence, 24 h; AID 624418, 2012;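 note: loss of luciferase light is scored as toxicity; % is set by controls: 0 for no effect and ±100 for the full control effect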
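Quantitative HTS format, 1536 wells, 200 cells/uL seeded. Compounds: 23 nL, 24 h, 37 °C. Detection: luciferase reagent, luminescence at 12 min RT; decreased signal taken as cytotoxic.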
KB-3-1 tox – qHTS assay for MDR1-selective chemotherapeutics: Primary screen using the parental adenocarcinoma cell KB-3-1. KB-3-1 viability, CellTiter-Glo ATP luminescence, 72 h. Potency, µM (series often up to 46.1 µM), for inactives: top-dose activity change, negative = cytotoxic, usual class: cytotoxic. hit rate 1.4% among 400,000. AID 1347075, 2019; note: % is set by controls: 0 for no effect and ±100 for the full control effect; nearly all actives have a fitted effect of over 60% in size
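Here the drug-naive KB-3-1 line serves as comparator for MDR sub-line selectivity; cells received compound titrations, 72 h at 37 °C, then CellTiter-Glo readout.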
TDP43 rescue – qHTS of TDP-43 Inhibitors; hit rate 1.8% among 410,000; TDP-43 expressing yeast growth rescue, BacTiter-Glo, 24 h; AID 652104, 2013; Potency, µM (titrated, usually from 46.1 µM), without a hit: at the top dose growth rescue (activation), actives largely listed as activators; note: % of control where 0% means no effect; nearly all actives have a fitted effect of over 50% in size
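Growth rescue of TDP-43-toxic yeast measured as ATP luminescence (BacTiter-Glo). Cells grown to mid-log in raffinose, induced in galactose at OD600=0.02, exposed to compound 24 hr at 30 deg C.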
KB-V1 MDR tox – qHTS assay for MDR1-selective chemotherapeutics: Primary screen using the drug-selected MDR subline cells KB-V1 | KB-V1 MDR cells viability, CellTiter-Glo, 72 h | Potency, µM (titrated, usually from 46.1 µM), for inactives: at the highest dose activity change, negative = cytotoxicity, actives largely listed as cytotoxic | hit rate 3.4% among 400,000 | AID 1347076, 2019; note: % is set by controls: 0 for no effect and ±100 for the full control effect; nearly all actives have a fitted effect of over 60% in size
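Cells of the MDR subline KB-V1 are plated, dosed with compound at multiple concentrations, and incubated 72 h at 37 degrees C; CellTiter-Glo is then added and luminescence read after 10 min.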
The depositor's hits bear a star; u = inconclusive; x = not tested or not shown; & = joins results of further samples; [ ] = remark or other dose. Calls come from the whole dose curve; as a rule, active = well fitted curve in the direction sought with a large enough effect; inconclusive = small, poorly fitted or top-dose-only effect, or another doubt; inactive = no such curve, though single readings can be large; an effect the other way counts as inactive or inconclusive. Potency is the fitted concentration of half-maximal effect. Rows are unselected; 9.4% or so of the library scored in one or more.

SMILES | GLP-1R agonist | GLP-1R inv ag | HT1080-NT tox | SW480 rereplic | HT1080 IDH1KD tx | GLP1R cytotox | KB-3-1 tox | TDP43 rescue | KB-V1 MDR tox
Cc1cccc(C(C)Nc2ccc([N+](=O)[O-])cn2)c1 (stereo not given) | 10% | u | 0% | 0% | -4% | -11% | 3% | 18µM* | u
COC(=O)[C@@]1(C)[C@H]2C(=O)N(C)C(=O)[C@H]2[C@H]2CN=C(SCc3ccc(Cl)cc3)N21 | 4% | 3% | -5% | -17% | 2% | 3% | 0% | -2% | -13%
Cc1ccccc1-c1nnc2c3ccccc3c(C)nn12 | 24% | 55%[activator] | 9% | -7% | 6% | -3% | u | 3% | 7.3µM*
CNc1c(NC(=O)c2cc(OC)cc(OC)c2)c(=O)oc2ccccc12 | x | 9% | x | x | x | 1% | 0% | 22% | 0%
COc1ccc(NC(=O)CCc2c(C)nc3nc(CNC(=O)c4cccc(F)c4)nn3c2C)cc1OC | 9% | 4% | -8% | -1% | 0% | 7% | 2% | 0% | 12%
CSc1ccc(CCNC(=O)c2cc(C)nn2-c2ccccc2)cc1 | 1% | 15% | 7% | -27% | 14% | 6% | 2% | 3% | -13%
O=C(COC(=O)c1ccccc1Nc1ccccc1)NCc1ccccc1 | -2% | -14% | -2% | u | 2% | 19% | 27% | -20% | u
COc1ccc(N(CC(=O)NCCc2cccc(C)c2)S(=O)(=O)c2c(C)nn(C)c2C)cc1 | 0% | -2% | x | x | x | -12% | 6% | u | -5%
NNC(=O)C(=O)/C=C1\NC2(CCCC2)Cc2ccccc21 | 6% | 2% | 3% | -9% | 9% | 0% | 5% | 11% | 7%
Cc1ccc(C(=O)Nc2ccc(S(=O)(=O)N3CCCC3)cc2)o1 | 6% | 3% | -13% | 2% | -5% | -1% | -1% | 15% | u
COc1ccc(NC(=O)c2cccc(S(=O)(=O)N3CCc4ccccc43)c2)c(OC)c1 | -4% | 9% | 8% | x | 12% | 5% | 17% | 6% | 1%
COC(=O)[C@H](C)NC(=O)Nc1cc(Cl)ccc1C | -1% | 3% | 8% | -3% | -5% | -5% | -2% | -12% | -1%

Overlap with the part before: 4 entries; new compounds follow.
SMILES | GLP-1R agonist | GLP-1R inv ag | HT1080-NT tox | SW480 rereplic | HT1080 IDH1KD tx | GLP1R cytotox | KB-3-1 tox | TDP43 rescue | KB-V1 MDR tox
NNC(=O)C(=O)/C=C1\NC2(CCCC2)Cc2ccccc21 | 6% | 2% | 3% | -9% | 9% | 0% | 5% | 11% | 7%
Cc1ccc(C(=O)Nc2ccc(S(=O)(=O)N3CCCC3)cc2)o1 | 6% | 3% | -13% | 2% | -5% | -1% | -1% | 15% | u
COc1ccc(NC(=O)c2cccc(S(=O)(=O)N3CCc4ccccc43)c2)c(OC)c1 | -4% | 9% | 8% | x | 12% | 5% | 17% | 6% | 1%
COC(=O)[C@H](C)NC(=O)Nc1cc(Cl)ccc1C | -1% | 3% | 8% | -3% | -5% | -5% | -2% | -12% | -1%
N#Cc1c(NC(=O)C2C3C=CC(C3)C2C(=O)O)sc2c1CCCCC2 (stereo not given) | 4% | u | -11% | -3% | -1% | -2% | -3% | u | -9%
Cc1cc(Nc2nnnn2-c2ccccc2)n(-c2ccccc2)n1 | 0% | 5% | 1% | -1% | 0% | -9% | u | -6% | u
O=C(OCc1nc2ccsc2c(=O)[nH]1)c1cc(Br)c(Br)s1 | 3% | 4% | 13% | 10% | 5% | 0% | 4% | -15% | 11%
CC[N+](C)(CC)CCC(c1ccccc1)C1CCCCC1 (stereo not given) | -1% | -6% | -8% | -6% | -4% | -13% | u | -3% | u
COc1ccccc1/C(C)=N/NC(=S)NCc1ccccc1 | 18% | 2.5µM* | -8% | -2% | -13% | 5µM* | -16% | 0% | u
Cc1csc(=O)n1CCC(=O)O | 0% | 11% | 7% | -10% | 1% | 0% | 4% | -7% | 18%
Cc1ccc(C)c(CSc2nc(-c3ccccc3F)nc3c2Cc2c(CO)cnc(C)c2O3)c1 | x | -2% | x | x | x | -4% | 1% | 18% | 19%
CCC(C)[C@H](NC(=O)N1CC(=O)Nc2ccccc21)C(=O)N[C@@H](Cc1c[nH]c2ccccc12)C(=O)O (stereo not given in full) | -3% | -10% | 0% | 0% | 3% | -3% | 0% | -6% | u
O=C(O)CCC(=O)NNC(=O)c1cccc(Br)c1 | 9% | 12% | -3% | 0% | -7% | 6% | -1% | 14% | -7%
Cc1ccc(S(=O)(=O)c2nnn3c2nc(Nc2ccc(C(C)C)cc2)c2sccc23)cc1C | x | 18% | x | x | x | 1% | -5% | 14% | -15%
COCC1CCCCN1C(=O)c1ccc2oc(CCc3ccccc3)nc2c1 (stereo not given) | 4% | u | -3% | 12% | -7% | 0% | 7% | -1% | -13%
COc1cc(OC)c(NC(=O)c2sc3nc4n(c(=O)c3c2C)CCCC4)cc1Cl | x | 3% | x | x | x | -11% | 10% | u | 0%
O=C(c1ccc(N2CCCC2)c([N+](=O)[O-])c1)N1CCN(S(=O)(=O)c2ccc(Cl)cc2)CC1 | -10% | 10µM* | -2% | -1% | -8% | -10% | -3% | -5% | u
Cc1ccc(OCC(=O)Nc2nnc(S(=O)(=O)N3CCCCCC3)s2)cc1 | -1% | u | 26% | -9% | 9% | 2%&-9% | 26%&3% | 6%&18% | 0%&15%
CN(C)CC(=O)N1c2ccccc2Sc2ccc(Cl)cc21 | 1% | u | -2% | 1% | -3% | -5% | 0% | 7% | -12%
O=C(CNC(=O)c1ccc(S(=O)(=O)N2CCCC2)cc1)N/N=C/c1ccccc1 | 2% | 12% | 0% | -3% | 6% | 0% | -3% | 12% | 20%
O=C(Nc1nnc(CCS(=O)(=O)c2ccc3ccccc3c2)s1)c1cccs1 | -5% | 16% | -2% | -5% | -2% | -2% | 1% | 19% | u
CCOc1ccccc1N(CC(=O)Nc1ccccc1C(=O)N1CCOCC1)S(C)(=O)=O | 10% | 5% | -7% | 5% | -3% | 12% | -12% | 29% | -18%
CCCC1NC(=O)c2cccnc2-n2c1nc1ccc(Cl)cc1c2=O (stereo not given) | -2% | 9% | 13% | x | -1% | 5% | 10% | 9% | -11%
O=C(COC(=O)c1ccc2c(c1)OCCO2)Nc1cccc(S(=O)(=O)N2CCOCC2)c1 | -1% | 11% | -1% | 1% | 3% | -11% | 1% | -13% | -3%
COc1ccc(C)cc1NC(=O)Cn1c(=O)oc2cc(S(=O)(=O)N3CCCCC3)ccc21 | x | -4% | x | x | x | -6% | -7% | 8% | 15%
CCOC(=O)c1ccc(N(C(=O)c2ccco2)C(C(=O)NC2CCCC2)c2ccncc2)cc1 (stereo not given) | 1% | 50%[activator] | 15% | -9% | -4% | 7% | -3% | -1% | -29%
O=C(Nc1ccccc1-c1nnn(CC(=O)N2CCCc3ccccc32)n1)c1cccc(Cl)c1 | -8% | u | -3% | 0% | -15% | -23% | -8% | 5% | -1%
CCOP(=O)(O)c1ccccc1OCCCCCOc1ccccc1P(=O)(O)OCC | -4% | 18% | 2% | -1% | -13% | -1% | 0% | -16% | 2%
O=S(=O)(NC1CC1)c1ccc(S(=O)(=O)N2CCCc3ccccc32)cc1 | 1% | u | u | 1% | -7%[9.24 µM] | -10% | u | -9% | u
Cc1cccc(C)c1NC(=O)Nc1ccccc1-n1ccnc1 | 2% | 5% | 3% | -4% | -10% | 11% | 3% | -8%[0.397 µM] | 2%
NC(=O)c1ccc(=O)n(Cc2ccc(F)c(F)c2)c1 | 1% | 19% | -5% | -5% | 2% | 14% | -3% | -4% | 5%
Cc1ccc([C@H]2C[C@H](O)[C@@H](n3cc(C4CC4)nn3)CN2C(=O)C2CCCCC2)cc1 | -2% | 1% | 5% | x | 3% | 5% | 24% | 21% | 16%
O=C(Cc1ccc(Cl)cc1)Nc1ccc(S(=O)(=O)N2CCOCC2)cc1 | 8% | u | -17% | 1% | -13% | 1% | 12% | 10% | u
c1ccc2nc3c(ccc4ccccc43)cc2c1 | 9% | 45%[activator] | 0% | 8% | -4% | 28% | 1% | -4% | 0%

2 consecutive records from above:
SMILES | GLP-1R agonist | GLP-1R inv ag | HT1080-NT tox | SW480 rereplic | HT1080 IDH1KD tx | GLP1R cytotox | KB-3-1 tox | TDP43 rescue | KB-V1 MDR tox
Cc1cccc(C)c1NC(=O)Nc1ccccc1-n1ccnc1 | 2% | 5% | 3% | -4% | -10% | 11% | 3% | -8%[0.397 µM] | 2%
NC(=O)c1ccc(=O)n(Cc2ccc(F)c(F)c2)c1 | 1% | 19% | -5% | -5% | 2% | 14% | -3% | -4% | 5%
